Assay outcomes (PubChem)
All columns: NCI-60 one-dose screen, growth in % after 48 h at 10 µM unless noted; 100 = growth as untreated, 0 = no growth, -100 = all killed.
HOP-92: HOP-92 NSCLC cells. 71,000 tested, 6.3% active
M14: M14 melanoma. 80,000 tested, 6.2% active
HOP-62: HOP-62 NSCLC; 80,000 tested, 3.9% active; AID 1794735
CCRF-CEM: CCRF-CEM leukemia | 77,000 tested, 7% active | AID 1794778
EKVX: EKVX NSCLC; 71,000 tested, 3% active; AID 1794765
SK-MEL-5: SK-MEL-5 melanoma; 80,000 tested, 6.4% active
SK-MEL-28: SK-MEL-28 melanoma; 81,000 tested, 4.1% active; AID 1794761
A549/ATCC: A549/ATCC NSCLC; AID 1794740; 81,000 tested, 3.7% active
Numbers without * were called inactive; / = no result given; & = joins results of further samples. The calls were made as follows: active = growth percent below 10; inactive = the rest.

nr	mol	HOP-92	EKVX	SK-MEL-28	HOP-62	A549/ATCC	CCRF-CEM	M14	SK-MEL-5
1	C[C@@H]1C=C[C@@H]2C[C@H](CO)CC[C@H]2[C@@H]1C(=O)O	/	102	105	98	97	89	102	101
2	CCOC(=O)C1CCN(C(=O)c2ccccc2)C(CC)C1=O (stereo unspecified)	105	100	113	102	101	102	109	101
3	CCN(CC)CCOC(=O)c1ccccc1	93	92&98	101&122	99&94	105&92	103&116	94&101	104&107
4	CCNc1nc(C)nc2c1cnn2C	/	108	115	98	94	100	105	97
5	O=[N+]([O-])c1ccc(N/N=C/CCl)c([N+](=O)[O-])c1	56	98	105	/	100	107	109	102
6	CCCCNC(=S)Nc1ccc(S(=O)(=O)Nc2ccc(Cl)nn2)cc1	54	99	103	96	106	119	101	99
7	c1csc(-c2cc(-c3cc(-c4cccs4)[nH]n3)n[nH]2)c1	94	65	105	88	107	66	97	99
8	C=CCN1C(=O)/C(=C/C(=O)OC)S/C1=N\NC(=O)c1cc2ccc1/C=C\c1ccc(cc1)/C=C\2	81	91	102	107	95	23	79	92

The listing continues:
nr	mol	HOP-92	EKVX	SK-MEL-28	HOP-62	A549/ATCC	CCRF-CEM	M14	SK-MEL-5
9	COc1ccccc1OCc1ccccc1	93	110	109	100	93	102	105	92
10	O=C1C[C@H](Sc2nc3c(c(C(F)(F)F)n2)CCCC3)[C@H]2CO[C@@H]1O2	61	103	116	99	99	101	107	98
11	O/N=C1\c2ccccc2-c2ccc(F)cc21	95	90	111	96	100	86	107	99
12	Cc1cn(Cc2ccccc2Cn2cc(C)c(=O)[nH]c2=O)c(=O)[nH]c1=O	/	101	109	94	94	/	99	76
13	CC(=O)Oc1cc2c(s1)CCN([C@H](C(=O)C1CC1)c1ccccc1F)C2	86	103	99	/	96	69	109	101
14	COc1cc2oc(-c3cccc(C(=O)N[C@@H](C)C(=O)O)c3)cc(=O)c2c(OC)c1OC	107	108	101	114	100	102	111	103
15	CCc1cc(CC)c(CC)c(C(=O)OCCN(CC)CC)c1CC	74	107	96	93	103	100	85	95
16	O=C(NO)c1ccc(Cn2c3c(c4ccccc42)CS(=O)(=O)CC3)cc1	96	87	89	86	86	95	89	97

Other structures follow.
nr	mol	HOP-92	EKVX	SK-MEL-28	HOP-62	A549/ATCC	CCRF-CEM	M14	SK-MEL-5
17	N#Cc1c(-c2ccc(Cl)cc2)nc2c(N=Nc3ccc(S(N)(=O)=O)cc3)c(N)nn2c1N	71	98	97	76	89	35	88	69
18	Cc1ccc(-c2ccc(SCC(=O)NCCc3ccc(S(N)(=O)=O)cc3)nn2)cc1	/	93	83	76	80	64	92	41
19	CN1CCN(C(=O)/C=C/c2ccc([N+](=O)[O-])o2)CC1	86	132	36	134	54	56	92	90
20	CCOC(=O)NCC1(c2ccccc2)CCN(Cc2ccccc2)CC1	104	97	104	97	101	102	102	112
21	C#CCNc1nc(NN2C(=O)c3cccc4cccc(c34)C2=O)nc(N2CCOCC2)n1	90	85	119	97	103	83	97	94
22	Cc1cccc(Cl)c1NC(=O)c1cnc(Nc2cc(N3CCOCC3)cc(S(C)(=O)=O)c2)s1	-55*	28	53	12	-0.2*	73	42	58
23	CS(=O)(=O)c1ccc(-c2cnc3ccc(-c4cccc(S(C)(=O)=O)c4)nn23)cc1	16	68	52	59	31	18	43	38
24	c1ccc(Nc2nnc(-c3cc(-c4cccnc4)n(-c4ccccc4)n3)s2)cc1	/	83	106	99	74	73	/	70

The results go on:
nr	mol	HOP-92	EKVX	SK-MEL-28	HOP-62	A549/ATCC	CCRF-CEM	M14	SK-MEL-5
25	CN(C)C(=O)N(C)/N=C/c1ccc([N+](=O)[O-])o1	100	114	110	104	103	106	102	98
26	Cc1ccc(S(N)(=O)=O)cc1C	82	100	105	87	90	102	98	91
27	Cc1nc(N)sc1C(=O)Nc1ccc(F)cc1	/	96	115	/	108	/	110	94
28	C#CCn1cc(/C=N/Nc2nc(-c3ccc(Cl)c(Cl)c3)cs2)c2ccccc21	107	70	95	95	98	98	93	100
29	C(=N\Nc1nnc2n1N=C(c1ccccc1)CS2)/c1c[nH]c2ccccc12	106	99	117	98	104	47	116	99
30	COC(=O)c1ccc(OCc2ccccc2)cc1O	95	99	106	110	107	97	98	94
31	COC(=O)[C@@H](OC(=O)NS(=O)(=O)N(c1ccc(F)cc1)C1CCN(C(=O)c2ccc(F)cc2)CC1)C(C)C	91	94	117	92	/	102	101	98
32	CCOc1nc2cccc(C(=O)OC(C)OC(=O)OC3CCCCC3)c2n1Cc1ccc(-c2ccccc2-c2nn[nH]n2)cc1 (stereo unspecified)	100	60	64	89	76	70	55	/

Additional structures follow.
nr	mol	HOP-92	EKVX	SK-MEL-28	HOP-62	A549/ATCC	CCRF-CEM	M14	SK-MEL-5
33	c1cc2[nH]snc2c2nc(-c3nc4ccc5[nH]snc5c4n3)nc12	81	/	105	89	101	98	86	92
34	CCCOc1ccc2cc([C@@H]3C[C@H]3CCNS(=O)(=O)c3ccc(C)cc3)ccc2c1	92	73	90	102	67	69	84	65
35	O=C(NC(=S)N1CCN(c2ncnc3c2cnn3-c2ccccc2)CC1)c1ccc(Br)cc1	47	76	77	37	81	81	83	75
36	O=C(CC(C(=O)c1ccccc1)c1ccccc1)c1ccccc1 (stereo unspecified)	47	93	111	107	101	/	100	92
37	O=C(Nc1ccc(Cl)cc1)Nc1ccc(Oc2ccc(NC(=O)Nc3ccc(Cl)cc3)cc2)cc1	/	98	112	89	103	99	96	94
38	COc1cc(OC)c(Cl)cc1N	/	118	109	104	105	97	115	112
39	CSc1nnc2n(Cc3ccccc3)c(=O)c3c4c(sc3n12)CCCC4	91	114	135	100	101	/	106	94
40	OCc1cc(CN2CCC(N3CCCCC3)CC2)c(O)c2ncccc12	82	71	75	55	70	31	49	71

Later entries
nr	mol	HOP-92	EKVX	SK-MEL-28	HOP-62	A549/ATCC	CCRF-CEM	M14	SK-MEL-5
41	CCC1([N+](=O)[O-])COC(c2ccc(C(C)C)cc2)OC1 (stereo unspecified)	95	104	121	107	108	93	119	103
42	O=C([C@@H]1C[C@@H]1c1ccc(S(F)(F)(F)(F)F)cc1)N1CCN(c2cc(Cl)ccc2C(F)(F)F)CC1	43	90	100	93	66	82	90	89
43	CCOC(=O)c1ccc(NS(C)(=O)=O)cc1	101	115	113	105	86	124	101	106
44	COc1ccc(N2CCN(c3nc(-c4cc(OC)c(OC)c(OC)c4)nc4ccccc34)CC2)cc1	57	85	87	84	80	91	71	46
45	OC(c1ccccc1)C(Nc1ccccn1)c1ccccc1 (stereo unspecified)	88	95	98	/	105	108	97	/
46	CN1CC(c2ccccc2)C2(SC(=NC3CCCCC3)N(Nc3ccccc3)C2=O)C12C(=O)Nc1ccccc12 (stereo unspecified)	27	35	50	70	36	53	47	45
47	CCC1=CC2CN(C1)Cc1c([nH]c3ccccc13)[C@@](C(=O)OC)(c1cc3c(cc1OC)N(C)[C@H]1[C@@](O)(C(=O)OC)[C@H](OC(C)=O)[C@]4(CC)C=CCN5CC[C@]31[C@@H]54)C2 (stereo partly specified)	/	69	62	20	11	19	-37*	-47*
48	CCc1c(Cl)nc(N)nc1Cl	105	98	108	97	100	117	99	107

The list goes on.
nr	mol	HOP-92	EKVX	SK-MEL-28	HOP-62	A549/ATCC	CCRF-CEM	M14	SK-MEL-5
49	COc1cc(CNCCCN2C(=O)c3ccc4c5c(ccc(c35)C2=O)C(=O)N(CCCNCc2cc(OC)c(OC)c(OC)c2)C4=O)cc(OC)c1OC	/	-73*	-92*	-81*	-85*	0.6*	-90*	-100*
50	C=C(C)[C@@H]1CC[C@]2(C(=O)NCc3ccc(OCc4cn(-c5ccc(Cl)c(Cl)c5)nn4)c(OC)c3)CC[C@]3(C)C(CCC4[C@@]5(C)CCC(OC(C)=O)C(C)(C)C5CC[C@]43C)C12 (stereo partly specified)	105	97	110	108	101	117	96	105
51	COc1ccc(C(=O)CC2(C#N)C(N)=C(C(N)=O)CC2(C#N)C#N)cc1OC (stereo unspecified)	88	/	113	92	114	118	101	100
52	O=C(COc1ccc(Cl)cc1)Nc1cc(Cl)ccc1Cl	/	81	109	82	98	104	91	98
53	CCCc1c(C)[nH]c2ccc(Br)cc2c1=O	83	/	106	94	98	98	102	97
54	COc1cc2cc(Sc3ccc(NC(=O)c4ccc(Cl)c(Cl)c4)cc3)c(C)nc2cc1OC	50	80	104	93	92	85	98	56
55	Cc1ccc(C)c(C(=O)CC(C)C(=O)O)c1 (stereo unspecified)	110	106	106	115	101	/	98	107
56	O=C(Nc1cccc([N+](=O)[O-])c1)c1ccc(C(=O)Nc2cccc([N+](=O)[O-])c2)cc1	100	/	102	96	98	101	113	104

Rewritten with values under each structure: two of the compounds above.
Order of results: HOP-92 | EKVX | SK-MEL-28 | HOP-62 | A549/ATCC | CCRF-CEM | M14 | SK-MEL-5
54	COc1cc2cc(Sc3ccc(NC(=O)c4ccc(Cl)c(Cl)c4)cc3)c(C)nc2cc1OC
 : 50 | 80 | 104 | 93 | 92 | 85 | 98 | 56
51	COc1ccc(C(=O)CC2(C#N)C(N)=C(C(N)=O)CC2(C#N)C#N)cc1OC (stereo unspecified)
 : 88 | / | 113 | 92 | 114 | 118 | 101 | 100

Returning to the listing, repeating the five entries before the break.
nr	mol	HOP-92	EKVX	SK-MEL-28	HOP-62	A549/ATCC	CCRF-CEM	M14	SK-MEL-5
52	O=C(COc1ccc(Cl)cc1)Nc1cc(Cl)ccc1Cl	/	81	109	82	98	104	91	98
53	CCCc1c(C)[nH]c2ccc(Br)cc2c1=O	83	/	106	94	98	98	102	97
54	COc1cc2cc(Sc3ccc(NC(=O)c4ccc(Cl)c(Cl)c4)cc3)c(C)nc2cc1OC	50	80	104	93	92	85	98	56
55	Cc1ccc(C)c(C(=O)CC(C)C(=O)O)c1 (stereo unspecified)	110	106	106	115	101	/	98	107
56	O=C(Nc1cccc([N+](=O)[O-])c1)c1ccc(C(=O)Nc2cccc([N+](=O)[O-])c2)cc1	100	/	102	96	98	101	113	104
57	Nc1ccc(CSc2ccccc2)cc1	108	100	96	106	96	59	111	101
58	CN(Cc1ccccc1)/C(N)=N/N	/	92	116	125	101	94	104	104
59	C#CCN1C(=O)/C(=C\c2cn(CC#C)c3ccccc23)c2ccccc21	75	/	/	102	90	86	99	91
60	CCCCn1cnc2c(SCc3ccccn3)nc(N)nc21	100	102	117	91	101	107	115	101
61	COc1cc(-c2c3sc(=O)[nH]c3nc3c2c(=O)[nH]n3C(C)C)cc2c1OCO2	114	/	99	107	95	125	114	97
62	CCC1CCC2=C(C1)C(=O)c1ccccc1C2=O (stereo unspecified)	/	99	116	100	/	50	90	51
63	Nc1ncc(-c2ccc(NS(=O)(=O)c3ccc(C(F)(F)F)cc3Cl)cc2)[nH]1	67	94	94	81	84	71	95	97
64	CCC(=O)C(=O)c1ccccc1	112	/	106	114	96	93	107	106

The final three records of the section before are carried over, then new ones follow.
nr	mol	HOP-92	EKVX	SK-MEL-28	HOP-62	A549/ATCC	CCRF-CEM	M14	SK-MEL-5
62	CCC1CCC2=C(C1)C(=O)c1ccccc1C2=O (stereo unspecified)	/	99	116	100	/	50	90	51
63	Nc1ncc(-c2ccc(NS(=O)(=O)c3ccc(C(F)(F)F)cc3Cl)cc2)[nH]1	67	94	94	81	84	71	95	97
64	CCC(=O)C(=O)c1ccccc1	112	/	106	114	96	93	107	106
65	CCCOC(=O)c1nc(N(CC2CCCCC2)C(=O)NC)sc1/N=C/c1ccccc1	15	9.9*	35	25	14	2.5*	6.8*	-12*
66	O=C1C=CC(=Nc2cc(Cl)c(O)c(Cl)c2)C=C1Cl	99	105	112	108	91	91	92	105
67	Cc1ccccc1NC(=O)c1cc2ccccc2cc1O	/	44	39	39	39	/	58	18
68	CC(=O)O[C@@]1(c2cn(-c3ccccc3C(=O)O)nn2)CC[C@H]2[C@@H]3CCC4=CC(=O)CC[C@@H]4[C@H]3CC[C@@]21C	/	/	103	97	96	114	99	102
69	CC(=O)Nc1ccc(S(=O)(=O)NC2CCCCC2)cc1	89	95	98	96	93	96	101	98
70	COC(=O)c1nnn(-c2cccc(Cl)c2)c1N	63	48	93	88	88	68	92	91
71	CSCCC(C(=O)O)N1C(=O)CSC1=S (stereo unspecified)	102	100	108	99	101	110	104	101
72	COc1ccc(CNC(=O)CCc2nc3sc4c(c3c(=O)[nH]2)CCC4)cc1OC	102	105	116	102	98	101	106	104
73	O=c1oc2c(cnc3ccccc32)cc1-c1cccs1	102	103	115	100	104	103	104	101
